STK33 kinase inh: blocks human STK33 kinase activity. Q9BYT3. purified STK33, MBP phosphorylation, ADP-Glo luminescence. inhibition, % at 10 µM. hit rate 0.073% among 320,000. AID 2661;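 active = inhibition at or above 25%, using the most active replicate where run in duplicate; inactive = inhibition below 25%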
Target sequence (Q9BYT3 whole entry, looked up): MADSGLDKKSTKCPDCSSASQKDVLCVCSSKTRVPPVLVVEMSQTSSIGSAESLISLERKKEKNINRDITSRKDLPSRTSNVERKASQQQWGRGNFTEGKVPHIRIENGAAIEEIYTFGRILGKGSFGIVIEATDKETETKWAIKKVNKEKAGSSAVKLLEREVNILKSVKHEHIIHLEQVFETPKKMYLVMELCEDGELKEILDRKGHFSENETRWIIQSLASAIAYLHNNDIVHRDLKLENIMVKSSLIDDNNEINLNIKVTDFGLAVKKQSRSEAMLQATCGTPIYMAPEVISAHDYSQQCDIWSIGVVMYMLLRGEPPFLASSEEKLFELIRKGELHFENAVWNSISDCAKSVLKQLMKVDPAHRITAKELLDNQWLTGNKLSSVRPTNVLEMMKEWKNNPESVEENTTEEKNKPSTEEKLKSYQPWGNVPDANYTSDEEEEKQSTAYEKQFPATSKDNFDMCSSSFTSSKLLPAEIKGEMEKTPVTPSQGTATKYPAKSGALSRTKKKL
KCNQ2 inh: KCNQ2 potassium channel inhibitors, primary screen, cell-based, CHO-K1, FluxOR thallium flux, B-score (AID 2156); O88943; 20 min; active compounds read low; B-score at 10 µM; hit rate 1.1% among 310,000;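 active = fluorescence ratio B-score at most minus 3 library SDs, with starting brightness B-score within 2 library SDs, cut at about -5.5 in these data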
Kir21 inh: blocks the mouse Kir2.1 inward-rectifier potassium channel. hit rate 0.85% among 310,000. AID 1672. HEK293-Kir2.1, FluxOR thallium flux fluorescence; active compounds read low. B-score at 10 µM. P35561;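 active = fluorescence ratio B-score at or below minus 3 SD of library scores, with starting-brightness B-score within 2 SD, cut at about -4.2 in these data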;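 also: channel flux triggered by added potassium and thallium sulfate stimulus; B-score of peak minus minimum fluorescence over baseline after thallium stimulus; more negative B-score means stronger Kir2.1 block with less thallium influx; some compounds called inactive have numbers as strong as hits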
Target sequence (P35561 whole entry, looked up): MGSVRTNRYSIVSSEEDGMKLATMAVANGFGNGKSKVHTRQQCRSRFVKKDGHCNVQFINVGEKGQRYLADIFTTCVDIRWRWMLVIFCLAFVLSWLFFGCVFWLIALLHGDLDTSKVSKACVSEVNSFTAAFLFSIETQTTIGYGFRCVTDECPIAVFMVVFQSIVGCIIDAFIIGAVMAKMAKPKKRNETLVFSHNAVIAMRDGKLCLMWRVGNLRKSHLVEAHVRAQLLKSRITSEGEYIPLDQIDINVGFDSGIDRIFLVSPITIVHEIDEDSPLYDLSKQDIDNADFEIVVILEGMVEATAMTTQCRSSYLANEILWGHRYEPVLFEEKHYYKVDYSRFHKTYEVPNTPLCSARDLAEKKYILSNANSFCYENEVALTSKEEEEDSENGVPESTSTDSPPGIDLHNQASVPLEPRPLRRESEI
* marks the source's active call; other numbers are inactive results; i = inactive; . = not tested or not shown.

SMILES	STK33 kinase inh	KCNQ2 inh	Kir21 inh
COc1ccc(-c2csc(NC(=S)NC(=O)c3ccccc3)n2)cc1Br	-24	i	0.19
COCc1nnc(NC(=O)CC(c2ccccc2)c2ccccc2)s1	-1.1	i	-0.12
CCOC(=O)C1=C(c2ccccc2)Nc2ncnn2C1c1ccc(OC)c(OC)c1OC (stereo not given)	1.1	i	-0.1
CCn1c2ccccc2c2nnc(SCC(=O)N(C)C3CCS(=O)(=O)C3)nc21 (stereo not given)	-0.6	i	0.86
CCC(=O)c1ccc(OCC(=O)OCC(=O)Nc2sccc2C(N)=O)cc1	-0.8	i	1.3
CCOC(=O)c1sc(N=NC2=C(O)CCCC2=O)c(C(=O)OCC)c1C	0.4	i	-0.1
O=C(CSc1nnnn1Cc1ccccc1)Nc1ccc2c(c1)OCO2	1.3	i	-0.16
S=C1NC2(CCCC2)N=C1c1ccccc1	-1.0	i	-1.7
Nc1c(-c2cccs2)cnn1-c1nc(-c2ccc(Cl)cc2Cl)cs1	-1.8	i	-1.8
CCOC(=O)c1c(C)nc2ccc(C)cn12	-0.1	i	1.4

Molecules listed so far containing four or more nitrogen atoms:
SMILES	STK33 kinase inh	KCNQ2 inh	Kir21 inh
CCOC(=O)C1=C(c2ccccc2)Nc2ncnn2C1c1ccc(OC)c(OC)c1OC (stereo not given)	1.1	i	-0.1
CCn1c2ccccc2c2nnc(SCC(=O)N(C)C3CCS(=O)(=O)C3)nc21 (stereo not given)	-0.6	i	0.86
O=C(CSc1nnnn1Cc1ccccc1)Nc1ccc2c(c1)OCO2	1.3	i	-0.16
Nc1c(-c2cccs2)cnn1-c1nc(-c2ccc(Cl)cc2Cl)cs1	-1.8	i	-1.8

The list continues:
SMILES	STK33 kinase inh	KCNQ2 inh	Kir21 inh
CCCC(=O)NC1=C(C#N)C2(CCCC2)Cc2ccccc21	1.8	i	-1.4
COc1ccc(OC)c(/C=C2\SC(=S)N(C(C(=O)O)c3ccccc3)C2=O)c1 (stereo not given)	0.3	i	-2.6
O=c1c(Cc2ccc(F)cc2)c(O)ccn1C1CC1	-1.6	i	-1.1
CCCCCn1c(N2CCC(Cc3ccccc3)CC2)nc2c1c(=O)[nH]c(=O)n2C	-1.6	i	1.3
CC(=O)Nc1cc2c(cc1NC(=O)Cn1nc(-c3ccc4c(c3)OCCO4)ccc1=O)OCCO2	-0.9	i	-0.57
COC(=O)CCCC1=CC2=CC(=O)C(C)(OC(=O)C3CCCC3)C(=O)C2=CO1 (stereo not given)	0.0	i	-0.43
CCN(CC)C(C(=O)Nc1ccc2c(c1)OCO2)c1ccccc1 (stereo not given)	-0.1	i	-3.3
Cc1oc(-c2ccc(Cl)cc2)cc1-c1nn2c(-c3ccoc3C)nnc2s1	-0.5	i	-0.62
CN(C)CCN(C(=O)c1ccc(S(=O)(=O)N2CCCC2)cc1)c1nc2ccc(Br)cc2s1	-0.6	i	0.83
CCOC(=O)C1(Cc2cccc(OC)c2)CCN(C/C=C/c2ccc(OC)cc2)CC1	0.2	i	-0.32

Complete entries as entered above. Values in the order: STK33 kinase inh, KCNQ2 inh, Kir21 inh
COc1ccc(OC)c(/C=C2\SC(=S)N(C(C(=O)O)c3ccccc3)C2=O)c1 (stereo not given) is listed as 0.3, i, -2.6
O=c1c(Cc2ccc(F)cc2)c(O)ccn1C1CC1 is listed as -1.6, i, -1.1
CC(=O)Nc1cc2c(cc1NC(=O)Cn1nc(-c3ccc4c(c3)OCCO4)ccc1=O)OCCO2 is listed as -0.9, i, -0.57

Following part.
SMILES	STK33 kinase inh	KCNQ2 inh	Kir21 inh
CC(=O)N1CC=CC1(C)C(=O)NCc1cc(F)cc(C(F)(F)F)c1 (stereo not given)	0.7	i	0.47
Cc1ccc(-n2nc(C)c3c(C)c(CCC(=O)O)c(C)nc32)cc1C	-1.3	i	-0.38
Fc1cccc(COc2ccccc2CNc2ccccc2)c1	-2.3	i	1.6
Cn1nnnc1NCc1cccc(Cl)c1	-1.0	i	-2.5
CC(=O)c1cc(C#N)c(SCc2ccccc2C#N)nc1C	-1.0	i	-0.29
Cc1ccc2nc(NC(=O)C3CCN(S(=O)(=O)c4cccs4)CC3)sc2c1	0.1	i	1
CCC(CC)c1nc(C(N)=O)c2[nH]c(=O)n(-c3ccc(OC)c(OC)c3)c2n1	-0.6	i	0.15
Cc1ccc(S(=O)(=O)C2CS(=O)(=O)CC2O)cc1 (stereo not given)	1.4	i	-0.87
Cc1ccc(NC(=O)CN(C)S(=O)(=O)c2cccc3cccnc23)cc1C	-0.2	i	1.1
Cn1nc(C(=O)NC2CCCCCC2)ccc1=O	0.5	i	-1.8
CCn1ncc(Cl)c1C(=O)NC(=S)Nc1ccccc1Br	0.0	i	-0.24
CCOc1ccc(N(C(C)C(=O)NC(C)CC)S(C)(=O)=O)cc1 (stereo not given)	-0.7	i	0.37
O=C(O)c1ccc(NCc2cccc(Br)c2)cc1	2.0	i	-0.76
Cc1ccc(NC(=O)CC2S/C(=N/N=C/c3ccco3)NC2=O)cc1Cl (stereo not given)	-0.6	i	1.8
Cc1cc(Br)c(NC(=O)COn2nnc3ccc(S(C)(=O)=O)cc32)c(Br)c1	-0.6	i	0.7
Cc1cc(Br)c(NC(=O)CCl)c(Br)c1	-0.5	i	0.46
COc1ccc(/C=N/NC(=O)c2[nH]ncc2Br)c(OC)c1	-0.1	i	-0.34
Cc1nnc(N2C(=O)C(=O)/C(=C(/O)c3ccc4c(c3)CC(C)O4)C2c2ccccc2F)s1 (stereo not given)	-1.3	i	0.67
Cc1ccccc1-c1nc(CS(=O)CC(=O)NCc2ccccc2)c(C)o1 (stereo not given)	0.0	i	-1.7
O=C1NC2(CCCCCC2)Cc2ccccc21	-0.1	i	-1.9
O=c1[nH]cnc2cc(-c3ccc(Br)cc3)sc12	0.6	i	0.4
COc1ccc(C(=O)Nc2nc(N3C(=O)c4ccccc4C3=O)n(-c3ccccc3)n2)cc1	0.3	i	0.75
Cn1c(=NC(=O)CSCC(=O)N2CCCCC2)sc2ccccc21	3.2	i	0.75
COc1cc(/C=N/n2cnnc2)ccc1OCCOc1ccccc1	-0.2	i	-0.3
OCCCCCN=c1cc(-c2ccccc2)oc2ccc(Cl)cc12	-2.5	i	-0.47
COc1ccc(/C=C/C(=O)OCC(=O)NCCNC(=O)COC(=O)/C=C/c2ccc(OC)cc2)cc1	0.3	i	0.26
Cc1ccc(S(=O)(=O)N2CCCOC2CNC(=O)C(=O)NC2CCCCC2)cc1 (stereo not given)	-0.6	i	-0.05
COc1cc(O)c(C(CCN2CCOCC2)c2ccc(N(C)C)cc2)c(OC)c1 (stereo not given)	-0.3	i	0
O=C(CSc1nc(C(F)(F)F)cc(=O)[nH]1)Nc1cccc2ccccc12	-1.4	i	-0.18
CCOC(=O)N1CCc2c(sc(NC(=O)CN(CC)CC)c2C#N)C1	-0.9	i	1.1
COc1ccc(C(=O)N2CCN(C3CCCCC3)CC2)c(OC)c1	-2.7	i	0.06
Cc1nc2c(sc3nc4c(cc32)COC(C)(C)C4)c(=O)n1CC(=O)NCc1ccco1	0.2	i	1.2
COc1ccccc1C(=O)Nc1c(-c2ccccc2)nc2ccccn12	1.9	-7.3*	0.02
CCCC(CCC)c1nc2ccncc2[nH]1	-0.3	i	-0.62
CCC(C)[C@H](NC(=O)NC(C)C)C(=O)O (stereo not given in full)	-0.8	i	0.76
Cc1noc(C)c1C(=O)Nc1c(F)cc(F)cc1Br	-0.8	i	1.1
Cc1cc(CO)nn1-c1ccc([N+](=O)[O-])cc1	8.2	i	0.49
O=C(CN1c2ccccc2Sc2ccccc21)N/N=C/c1ccc(Cl)cc1Cl	-0.5	i	2.7
CC1CCN(c2ccc(NC(=O)Cn3c(=O)oc4ccccc43)cc2)CC1	-2.0	i	-0.5
O=S(=O)(c1cccc2nsnc12)N1CCNCC1	3.5	i	1.9
CN(C(=S)NC(=O)c1ccccc1)c1c(N)n(Cc2ccccc2)c(=O)[nH]c1=O	0.0	i	1.6
Cc1c(N2C(=O)CSC2=S)c(=O)n(-c2ccccc2)n1C	-1.6	i	1.7
CCS(=O)(=O)N1CCCC(C(=O)NC2CCC(C)CC2)C1 (stereo not given)	1.6	i	0.35
Cc1ccccc1C([O-])=Nc1ccc[n+](-c2nc3ccccc3nc2NS(=O)(=O)c2ccccc2)c1	-0.9	i	-0.62
CCOC(=O)Nc1ccc2c(c1)N(C(=O)CCN1CCN3CCCC3C1)c1ccccc1CC2 (stereo not given)	-0.6	i	-1.1
CC12CC(c3ccccc3O1)N(C(=O)c1ccc(Br)o1)C(=O)N2c1ccccc1 (stereo not given)	-0.9	i	0.75
O=C(Nc1ccccc1Cl)Oc1ccc(-c2ccccc2)cc1	-0.1	i	1.3
Cc1ccc(C)c(NC(=O)CSc2nnc(-c3ccccc3)n2N)c1	-0.4	i	-0.1
O=C(Nc1cc(Cl)cc(Cl)c1)Nc1cnccn1	-0.9	i	-1.5
Cc1ccc(F)c(CNC(=O)C2CCC(=O)N(Cc3ccccn3)C2)c1F (stereo not given)	1.1	i	-0.27

Further records follow.
SMILES	STK33 kinase inh	KCNQ2 inh	Kir21 inh
COc1ccc(N2CCN(c3ncccn3)CC2)cc1	0.2	i	1.6
O=Nc1c(O)[nH]c2ccc(Cl)cc12	0.0	i	-2.4
O=C(Cc1cccs1)NC(c1ccccc1)c1ccccc1	-0.5	i	-0.07
CC(C)(C)OC(=O)N1CC(O)CC1C(=O)OCC(=O)c1ccc(-c2ccccc2)cc1 (stereo not given)	-0.8	i	-1.5
COc1cccc(Cn2c(-c3nonc3N)nc3ccccc32)c1	-0.9	i	0.63
C1CCC2=NCCCN2CC1	-1.0	i	-1.5
O=C(NCc1csc(-c2cccs2)n1)C1CCCCC1	-0.5	i	-0.39
COc1ccc(CCN2CC(C(=O)N3CCSCC3)CCC2=O)cc1 (stereo not given)	-1.1	i	-0.96
CN(CCNC(=O)c1cc2c(-c3ccccc3F)nn(C)c2s1)C1CCCCC1	-1.0	i	0.63
Cc1cc2ncn(-c3ncnc4scc(-c5ccccc5)c34)c2cc1C	-0.5	i	-1.4
O=C(N/N=C/c1ccc([N+](=O)[O-])o1)C1CCCC1	1.7	i	-0.05
O=C(NCC1CCCO1)c1cc2n(n1)C(C(F)(F)F)CC(c1ccc(Br)cc1)N2 (stereo not given)	-0.5	i	0.06
O=C(CS(=O)CC(=O)N(c1ccccc1)C(C(=O)NC1CCCCC1)c1ccco1)Nc1ccc(F)cc1 (stereo not given)	-0.5	i	-0.24
COc1cccc(NC(=O)C2CCN(S(=O)(=O)c3ccc4c(c3)NC(=O)CO4)CC2)c1	.	i	1.6
Cc1c(OCC(=O)NCCCn2ccnc2)ccc2c3c(c(=O)oc12)CCCC3	-0.3	i	-0.38
COc1ccc(NC(=O)c2cccnc2N2CCOCC2)cc1	-0.5	i	-0.7
CC(OC(=O)c1ccccc1C(=O)N(C)c1ccccc1)C(=O)Nc1ccccc1[N+](=O)[O-] (stereo not given)	-0.5	i	-1.1
C=CCn1c(-c2cccn(Cc3ccccc3)c2=O)n[nH]c1=S	-2.1	i	-0.53
COC(=O)c1ccc(C(=O)Nc2ccc3nc(-c4ccncc4)[nH]c3c2)cc1	-2.1	i	2.4
COCc1c(Br)c(C)nc(OCC(=O)N/N=C/c2ccco2)c1C#N	0.2	i	0.98
COCc1c(C(=O)N/N=C/c2ccncc2)nnn1-c1nonc1N	-0.6	i	-0.97
Nc1ncn([C@@H]2O[C@H](CO)[C@@H](O)[C@H]2O)c(=O)n1	-0.8	i	0.9
CC1(C)Cc2ccccc2-c2nnc(C(F)(F)F)n21	-0.7	i	0.07
CCOc1ccccc1NC(=O)CN1CCN(Cc2ccccc2)CC1	-1.1	i	0.65
O=C(Nc1ccc(-c2cn3c(n2)SCC3)cc1)c1ccco1	2.2	i	1.5
C=CCc1ccccc1OCC(O)CN1CCN(c2ccccc2OC)CC1 (stereo not given)	0.6	i	0.92
c1ccc(-n2nnnc2Sc2ncnc3sc4c(c23)CCCC4)cc1	-0.2	i	0.71
CCOc1ccc(N(CC(=O)NCc2ccccc2)C(=O)CCC(=O)Nc2nccs2)cc1	-0.3	i	-1.2
Cc1ccccc1NC(=S)N1CCN(c2ccccc2C)CC1	-0.3	i	0.65
Cc1nn(C)cc1CNC(=O)C1CCC(=O)N(Cc2cccc(C(F)(F)F)c2)C1 (stereo not given)	-0.3	i	-0.03

A different layout for some results above.
Compound,STK33 kinase inh,KCNQ2 inh,Kir21 inh
COc1ccc(CCN2CC(C(=O)N3CCSCC3)CCC2=O)cc1 (stereo not given),-1.1,i,-0.96
CN(CCNC(=O)c1cc2c(-c3ccccc3F)nn(C)c2s1)C1CCCCC1,-1.0,i,0.63

More entries follow.
SMILES	STK33 kinase inh	KCNQ2 inh	Kir21 inh
O=C(CCCn1c(=S)[nH]c2cc3c(cc2c1=O)OCO3)NCc1ccco1	-1.6	i	-0.45
COc1ccc(CNCc2cn(-c3cccc(F)c3)nc2-c2ccc(C)o2)cc1	-0.8	i	-3
Cc1sc(NC(=O)CSc2nnc(C(C)C)n2C)c(C#N)c1C	-0.1	i	1.4
Cc1ccc(C)c(Cn2c(=O)n(CCC(=O)NCc3ccco3)c(=O)c3sccc32)c1	2.5	i	0.85
COc1ccc(Cn2c(=O)sc3ccccc32)cc1OC	-1.1	i	-2.7
O=C(NNC(=S)NCc1ccco1)c1cccs1	-2.2	i	1.2
Cn1cc(CN2CCc3sccc3C2)c(-c2ccccc2F)n1	0.0	i	-0.28
CCOC(=O)CSc1nc(C)c(C(=O)OCC)s1	-2.0	i	-0.63
CC(=O)OCCNc1nc(-c2ccccc2)nc2ccccc12	-0.4	i	0.94
COc1ccc(/C=C/C(=O)NC2=NCCS2)cc1OC	-0.9	i	2
